FEN1 inh: qHTS Assay for the Inhibitors of Human Flap endonuclease 1 (FEN1); P39748; Recombinant FEN1 flap cleavage, fluorescence, 15 min; Potency, µM (doses to about 114 µM), for inactives: top-dose activity change, negative = inhibition, usual class: inhibitors; 390,000 tested, 0.35% active; AID 588795, 2011; further: nearly all actives have a fitted effect of over 65% in size
Target sequence (P39748 whole entry, looked up): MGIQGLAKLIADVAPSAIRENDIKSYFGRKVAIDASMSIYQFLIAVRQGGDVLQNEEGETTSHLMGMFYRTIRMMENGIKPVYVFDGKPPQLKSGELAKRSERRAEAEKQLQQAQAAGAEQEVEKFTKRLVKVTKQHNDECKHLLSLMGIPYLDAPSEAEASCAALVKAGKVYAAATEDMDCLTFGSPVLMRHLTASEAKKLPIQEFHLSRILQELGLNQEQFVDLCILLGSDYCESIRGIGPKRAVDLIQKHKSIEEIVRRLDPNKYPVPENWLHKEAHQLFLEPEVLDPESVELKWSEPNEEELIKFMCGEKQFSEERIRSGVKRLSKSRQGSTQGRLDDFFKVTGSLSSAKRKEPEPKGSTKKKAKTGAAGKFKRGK
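Quantitative HTS format: each compound was titrated, incubated with 10 nM nuclease for 15 min at room temperature, then challenged with flap substrate at 50 nM final. Signal change over 15 min gave concentration–effect curves.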
TDP1 inh: qHTS Assay for Inhibitors of Tyrosyl-DNA Phosphodiesterase (TDP1); Tyrosyl-DNA phosphodiesterase 1 (Homo sapiens), Q9NUW8; recombinant TDP1, AlphaScreen DNA substrate cleavage; Potency, µM (doses to about 130 µM), inactives show at the top dose activity change, negative = inhibition, usual class: inhibitors; 350,000 tested, 0.28% active; AID 485290, 2010; further: nearly all actives have a fitted effect of over 40% in size
Target sequence (Q9NUW8 whole entry, looked up): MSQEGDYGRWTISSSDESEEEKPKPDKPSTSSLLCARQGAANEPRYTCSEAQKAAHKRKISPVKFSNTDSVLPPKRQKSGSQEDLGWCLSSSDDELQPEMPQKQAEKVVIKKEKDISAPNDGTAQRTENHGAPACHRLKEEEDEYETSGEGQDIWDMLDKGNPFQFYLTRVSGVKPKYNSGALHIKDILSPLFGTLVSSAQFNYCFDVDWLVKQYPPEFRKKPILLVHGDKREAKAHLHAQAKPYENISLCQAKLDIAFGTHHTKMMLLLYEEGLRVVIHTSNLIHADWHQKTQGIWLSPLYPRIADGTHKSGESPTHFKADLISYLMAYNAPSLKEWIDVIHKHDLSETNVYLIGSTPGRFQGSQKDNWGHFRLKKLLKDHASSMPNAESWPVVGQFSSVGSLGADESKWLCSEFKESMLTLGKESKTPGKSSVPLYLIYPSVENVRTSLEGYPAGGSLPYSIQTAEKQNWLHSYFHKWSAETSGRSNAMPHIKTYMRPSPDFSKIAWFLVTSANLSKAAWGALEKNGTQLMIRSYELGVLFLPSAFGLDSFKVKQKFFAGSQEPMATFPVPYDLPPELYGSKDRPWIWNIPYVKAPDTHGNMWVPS
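E. coli-derived human Tdp1, 1 nM final. Cpd preinc 15 min RT; substrate 15 nM final, 5 min RT; AS bead mix 10 ug/ml final, 10 min RT. Signal loss = tyrosine-FITC cleavage. No-enzyme wells = max signal.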
N370S GC: qHTS Assay for Inhibitors and Activators of N370S glucocerebrosidase as a Potential Chaperone Treatment of Gaucher Disease; Lysosomal acid glucosylceramidase (Homo sapiens), P04062; N370S GC spleen homogenate, 4MU-glucoside fluorescence; Potency, µM (doses to about 59.4 µM), without a hit: top-dose activity change, negative = inhibition, hits mostly inhibitors; 330,000 tested, 0.092% active;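 further: 0% = full enzyme activity and -100% = no enzyme basal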
* = called active by the depositor; ? = inconclusive; nt = no result given; & = joins results of further samples; [ ] = dose if it differs, or a comment. The call rests on the fitted dose curve; in most records, active means well fitted curve in the direction sought with a large enough effect; inconclusive means small, poorly fitted or top-dose-only effect, or another doubt; inactive means no such curve, though single readings can be large; an effect the other way counts as inactive or inconclusive. Unless noted, on the % scale 0 is the no-effect control and ±100 the full control effect; potency means the concentration at half of the fitted maximal effect.

smiles | FEN1 inh | TDP1 inh | N370S GC
Cc1ccc(NC(=O)Nc2cccc(Cl)c2)c(C(=O)O)c1 | -18% | 3% | 7%
CN(C)CC1CCCCC1C1(O)c2ccccc2CSc2sccc21 (stereo not drawn) | 2% | -7% | 8%
CCOC(=O)c1ccc(NC(=O)c2nc[nH]c2C(=O)NCCCNC(=O)c2[nH]cnc2C(=O)Nc2ccc(C(=O)OCC)cc2)cc1 | 21% | 0% | nt
Cc1ccccc1CNC(=O)CN1C(=O)CCCc2ccccc21 | -2% | 6% | nt
Cc1ccc(/C=C2\SC(=S)N(c3cccnc3)C2=O)o1 | -25% | nt | -15%
Clc1ccc2c(c1)nc1n2CCCC1 | -2% | nt | -4%
CCC1(c2ccccc2)NC(=S)N(c2ccc(C)cc2)N1 (stereo not drawn) | -7% | 9% | 29%
COc1ccc(S(=O)(=O)N2CCOCC2)cc1NC(=O)Cc1ccsc1 | -4% | 0% | nt
CCc1ccc(S(=O)(=O)NC2CC(C)(C)NC(C)(C)C2)cc1 | 16% | nt | -2%
CN(C)CCCn1c2c(c(SCC(=O)Nc3ccc4c(c3)OCCO4)nc1=O)CCC2 | 0% | -8%[0.505 µM] | -15%
Cc1ccc(S(=O)(=O)Nc2cccc(C(=O)NCC(C)(C)N3CCOCC3)c2)cc1F | 1% | 0% | 7%
CC[C@@]1(C(=O)OC)N[C@H](CN(C)S(=O)(=O)c2ccc(F)cc2)[C@@H]2C(=O)N(C)C(=O)[C@@H]21 | -7% | 0% | nt
COc1ccccc1C(=O)Nc1ccc(OCC(=O)N2CC(C)OC(C)C2)cc1 (stereo not drawn) | 18% | 1% | nt
CSc1cccc(NC(=O)CN(C)S(=O)(=O)c2ccc3c(c2)CCCN3C(C)=O)c1 | 18% | 2% | nt
CCSc1ncc(Cl)c(C(=O)Nc2nc3ccc(S(C)(=O)=O)cc3s2)n1 | 14% | 2% | nt
COc1ccc(OC)c(NC(=O)C23CCC(C)(C(=O)C2)C3(C)C)c1 (stereo not drawn) | 9% | 8% | 5%
O=C(O)CC1(CC(=O)Nc2cccc(C(=O)O)c2)CCCC1 | 15% | nt | 3%
COc1ccccc1N1CCN(c2nc(C)nc3c2oc2ccccc23)CC1 | -22% | 9% | 5%
Cn1c(C(=O)NC2CCCCC2)cc2sccc21 | -7% | 1% | -5%
C#CCn1c(=NC(=O)c2sc3ccccc3c2Cl)sc2cc(S(N)(=O)=O)ccc21 | 3% | 1% | -2%

smiles | FEN1 inh | TDP1 inh | N370S GC
O=C(NCc1ccc2c(c1)OCO2)c1nn(-c2ccccc2)c(=O)c2ccccc12 | -1% | 4% | -2%
Cc1ccc(NC(=O)c2cc(=O)[nH]c3ccccc23)cc1C | 6% | 0% | 12%
CC(C)n1cnnc1SCC(=O)NNC(=O)COc1ccc(Cl)cc1 | -6% | nt | -9%
CCn1c(C(=O)NCc2ccccc2Br)cc2oc3ccccc3c21 | -14% | 1% | nt
Cc1ccc(OCCC(=O)OCC(=O)Nc2ccc(C)cc2Cl)cc1 | -4% | 5% | -2%
O=C(O)CCCn1cc(NC(=O)c2ccc(F)cc2)cn1 | 16% | -2% | 10%
O=C(Nc1c(F)cccc1F)C1CCN(C(=O)c2cccs2)CC1 | 12% | nt | -6%
c1ccc2sc(NC3=NCN(CCN4CCOCC4)CN3)nc2c1 | -1% | -3% | -21%
COc1cc(Cl)c(C)cc1NC(=O)C1CCCN(c2ncnc3onc(-c4ccc(F)cc4)c23)C1 (stereo not drawn) | 11% | 1% | nt
CCCCCCCCCCCCCCCCOCC(COP(=O)([O-])OCC[N+](C)(C)C)OC (stereo not drawn) | nt | 9%&3% | -5%&2%
O=C(N/N=C/c1ccc(OC(=O)c2ccco2)cc1)c1ccccn1 | -7% | -2% | -1%
CCc1nnc(/N=C/c2c(O)n(-c3ccc(Cl)cn3)c(=O)c3ccccc23)s1 | -3% | 8% | -4%
O=C(CCc1ccccc1)N1CCc2c([nH]c3ccccc23)C1c1ccc(Cl)cc1 (stereo not drawn) | -21% | 0% | nt
COc1ccc(-c2[nH]nc3oc(=O)c(CCO)c(C)c23)cc1 | 0% | 5% | -1%
O=C(Cc1ccccc1)Nc1nc(-c2cccs2)cs1 | ? | 2% | -21%
O=C(CN1CCCC1c1cccs1)N1CCN(S(=O)(=O)c2ccccc2)CC1 (stereo not drawn) | -13% | 0% | -1%
O=C(Nc1ccc(S(=O)(=O)Nc2nccs2)cc1)c1ccc(N2C(=O)c3ccccc3C2=O)cc1 | -6% | 0% | -2%
O=C(/C=C/c1ccco1)Nc1ccccc1C(=O)Nc1cccc(C(=O)O)c1 | -32% | nt | -2%
CC1CCc2cc(F)ccc2N1S(=O)(=O)c1ccc(Cl)nc1 (stereo not drawn) | -8% | -3% | 3%
COc1ccc(/C=C/C(=O)NC(CCSC)C(=O)O)cc1 (stereo not drawn) | 2% | 1% | -8%

Given with values ahead of the structure: part of the list above
FEN1 inh	TDP1 inh	N370S GC	canonical_smiles
12%	nt	-6%	O=C(Nc1c(F)cccc1F)C1CCN(C(=O)c2cccs2)CC1
-7%	-2%	-1%	O=C(N/N=C/c1ccc(OC(=O)c2ccco2)cc1)c1ccccn1

(next part)
smiles | FEN1 inh | TDP1 inh | N370S GC
CCOC(=O)C1(Cc2cccc(F)c2)CCN(Cc2c(C)nn(CC)c2C)CC1 | -1% | 3% | -25%
CCC1(O)CC(C(=O)OC)=NN1C(=O)c1ccccc1 (stereo not drawn) | 8% | 6% | 6%
COC(=O)Nc1c(C)n(C)n(-c2ccccc2)c1=O | 0% | -1% | 3%
COc1cc(/C=C(\C#N)C(=O)Nc2ccccn2)ccc1O | 8% | 3% | -14%
COc1ccccc1-n1nc(C(=O)NCc2ccco2)c2ccccc2c1=O | -4% | -2% | 8%
CC(=O)O[C@]1(C(C)=O)CC[C@H]2[C@@H]3C=CC4=CC(=O)C=C[C@]4(C)[C@H]3CC[C@@]21C | -1% | nt | -5%
Cc1ccnc(NC(=O)c2ccccc2NC(=O)C(C)(C)C)c1 | 3% | 0% | 4%
Cc1c(C(=O)Nc2ccccc2Cl)oc2ccc(S(=O)(=O)N3CCCCC3)cc12 | -5% | 9% | nt
Cc1cc(NS(=O)(=O)c2ccc(NC(=O)Cc3ccc([N+](=O)[O-])cc3)cc2)no1 | -4% | 4%[56.1 µM] | -5%
CCOC(=O)NNC1CC(=O)N(c2ccccc2)C1=O (stereo not drawn) | -1% | 8% | 10%
Cc1ccc(C)c(N2CCN(C(=O)CSCc3ccccc3Cl)CC2)c1 | -4% | -5% | nt
COc1ccc(CNC(=O)CN2C(=O)NC3(CCCc4sccc43)C2=O)cc1 (stereo not drawn) | 7% | 0% | 0%
COc1ccc(C(=O)n2nc(-c3ccco3)nc2NCc2cccs2)cc1OC | -4% | 5% | nt
COc1cc(/C=N/n2c(-c3ccccc3)n[nH]c2=S)cc(OC)c1OC | 0% | nt | 4%
COC(=O)C1=C(C)NC(C)=C(C(=O)OC)C1C(=O)OCC(=O)N1CCCCC1C (stereo not drawn) | 4% | -5%[0.505 µM] | 0%

smiles | FEN1 inh | TDP1 inh | N370S GC
C=CCOc1ccc(CN(C)C(=O)CN2C(=O)c3ccccc3C2=O)cc1 | -5% | -3% | 14%
O=C(O)c1ccc(-c2sc(Nc3ccccc3)n[n+]2-c2ccc(F)cc2)cc1 | -4% | nt | 0%
CC(NC(=O)C12CC3(C)CC(C)(CC(C)(C3)C1)C2)C(=O)O (stereo not drawn) | -10% | -1% | 2%
O=C(O)CSc1nnc(CNc2ccc(F)cc2)n1-c1ccccc1 | 27% | nt | -10%
NCCN1C(=O)S/C(=C\c2ccc3c(c2)OCO3)C1=O | -18% | nt | -14%
Cc1cc(C)c(NC(=O)CSc2ncc(S(=O)(=O)c3ccc(C(C)(C)C)cc3)c(=O)[nH]2)c(C)c1 | 11% | 6% | nt
CC1CC(C)CN(C(=O)COC(=O)c2cc([N+](=O)[O-])ccc2N2CCOCC2)C1 (stereo not drawn) | 5% | 1% | -4%
CCOC(=O)c1cc(-c2cccs2)[nH]n1 | 3% | nt | 1%
C=CCOc1c(Cl)cc(CNc2nccs2)cc1OC | 5% | 5% | -10%
NC1=NC(c2ccccc2C(F)(F)F)N(c2ccc(F)c(Cl)c2)C(N)=N1 (stereo not drawn) | -1% | nt | -29%
CCc1ccc(NC(=O)CSc2nc(-c3ccccc3Cl)nc3c2Cc2c(CO)cnc(C)c2O3)cc1 | -1% | 0% | nt
Cc1ccc(NC(=O)COC(=O)c2cc(=O)c3cc(F)ccc3o2)cc1 | -12% | 0% | -6%
Cc1ccc(NC(=S)N(Cc2ccccc2)Cc2cccs2)c(C)c1 | 2% | -2% | -10%
CCCn1nnc(NC(=S)NC(=O)C(C)(C)C)n1 | 5% | 6% | 7%
CCOC(=O)C(C(=O)OCC)C1CCS(=O)(=O)C1 (stereo not drawn) | -2% | 0% | 0%

smiles | FEN1 inh | TDP1 inh | N370S GC
CCC(C)Sc1ccc([C@@H]2[C@H]3C(=O)N(C)C(=O)[C@H]3[C@]3(C(=O)OC)CCCN23)cc1 (stereo partly drawn) | 10% | 4% | nt
CCC(C)C(NC(=O)c1ccccc1NC(=O)c1ccc(C)cc1)C(=O)O (stereo not drawn) | 2% | -3% | 5%
CCCC(C)c1oc(=O)cc(O)c1C (stereo not drawn) | -4% | 0%[56.1 µM] | nt
CCOC(=O)CSc1nc2c([nH]c3ccccc32)c(=O)n1-c1ccc(OC)cc1 | -9% | 7% | nt
Cc1cc(CN2CCN(c3ccc(F)cc3)CC2)cs1 | -10% | -3% | nt
Cc1nccn1CC(=O)N/N=C/c1c[nH]c2ccccc12 | -1% | nt | -8%
Cc1cc(N2CCCCC2)nc(-c2ccc(Br)cc2)n1 | -12% | -5% | -6%
COc1cc(/C=C(\C#N)c2ccccn2)cc(OC)c1O | -25% | 5% | -7%
CC1CCCCN1CCCNc1c(C=O)c(=O)[nH]c2ccccc12 (stereo not drawn) | 10% | nt | -9%
CC1=C(C(=O)OCC2CCCO2)C(c2ccc(C)o2)C2=C(CC(c3ccc(N(C)C)cc3)CC2=O)N1 (stereo not drawn) | nt | 8% | 5%
CCN(CC)S(=O)(=O)c1ccc(C(=O)NCC(=O)N/N=C/c2ccccc2OC)cc1 | -6% | 0% | ?
COc1ccccc1NC(=O)c1ccccc1C(=O)N(C)Cc1ccccc1 | 6% | 0% | nt
Cc1c(Cl)cccc1NC(=S)N1CCOCC1 | -1% | 8% | 11%
N#CCCSc1ccccc1NC(=O)c1cc(=O)c2ccccc2o1 | -15% | 6% | 5%
CCOC(=O)C1(Cc2ccccc2)CCCN(S(=O)(=O)N(C)C)C1 (stereo not drawn) | 1% | nt | 0%

smiles | FEN1 inh | TDP1 inh | N370S GC
CCOC(=O)CN1C(=N)N(c2nc(NC(C)C)nc(OC)n2)CC1=O | 13% | nt | 5%
O=C1CC(c2cccc(O)c2)Oc2ccccc21 (stereo not drawn) | -3% | 0% | nt
Nc1ccc(-c2nc3ccccc3[nH]2)cc1 | 7% | 1% | -3%
Cn1cc(C(=O)c2ccc(Cl)cc2Cl)cc1C(=O)N/N=C(\N)COc1ccc(Cl)cc1 | -11% | 8% | -5%
CN1CCN(C(=O)CCN2C(=O)/C(=C\c3ccccc3F)SC2=S)CC1 | 15% | 7% | -12%
COc1ccc(Cl)cc1C(=O)Nc1nc(C)cc(C)n1 | 2% | nt | -2%
CC(C)c1ccc(S(=O)(=O)N2CCN(C(=S)NCc3ccco3)CC2)cc1 | 2% | 6% | 5%

By substructure, the entries above with an NH in an aromatic ring (11)
smiles | FEN1 inh | TDP1 inh | N370S GC
CCOC(=O)c1ccc(NC(=O)c2nc[nH]c2C(=O)NCCCNC(=O)c2[nH]cnc2C(=O)Nc2ccc(C(=O)OCC)cc2)cc1 | 21% | 0% | nt
Cc1ccc(NC(=O)c2cc(=O)[nH]c3ccccc23)cc1C | 6% | 0% | 12%
O=C(CCc1ccccc1)N1CCc2c([nH]c3ccccc23)C1c1ccc(Cl)cc1 (stereo not drawn) | -21% | 0% | nt
COc1ccc(-c2[nH]nc3oc(=O)c(CCO)c(C)c23)cc1 | 0% | 5% | -1%
COc1cc(/C=N/n2c(-c3ccccc3)n[nH]c2=S)cc(OC)c1OC | 0% | nt | 4%
Cc1cc(C)c(NC(=O)CSc2ncc(S(=O)(=O)c3ccc(C(C)(C)C)cc3)c(=O)[nH]2)c(C)c1 | 11% | 6% | nt
CCOC(=O)c1cc(-c2cccs2)[nH]n1 | 3% | nt | 1%
CCOC(=O)CSc1nc2c([nH]c3ccccc32)c(=O)n1-c1ccc(OC)cc1 | -9% | 7% | nt
Cc1nccn1CC(=O)N/N=C/c1c[nH]c2ccccc12 | -1% | nt | -8%
CC1CCCCN1CCCNc1c(C=O)c(=O)[nH]c2ccccc12 (stereo not drawn) | 10% | nt | -9%
Nc1ccc(-c2nc3ccccc3[nH]2)cc1 | 7% | 1% | -3%

Compound activity (PubChem BioAssay)

Compounds were not picked by outcome, and some 0.53% of all compounds hit somewhere here.
